Bioassay records from PubChem BioAssay.
AID inh = Primary qHTS assay for inhibitors of Activation Induced Cytidine Deaminase (AID): AID signal; AID deamination FRET fluorescence, UDG-coupled, 4 h; 91,000 compounds, 0.32% hits; Single-stranded DNA cytosine deaminase (Homo sapiens), Q9GZX7; Potency, µM (highest dose often 115 µM), inactives show at the highest dose activity change, negative = inhibition, usual class: inhibitors; further: nearly all actives have a fitted effect of over 25% in size
Target sequence (Q9GZX7 whole entry, looked up): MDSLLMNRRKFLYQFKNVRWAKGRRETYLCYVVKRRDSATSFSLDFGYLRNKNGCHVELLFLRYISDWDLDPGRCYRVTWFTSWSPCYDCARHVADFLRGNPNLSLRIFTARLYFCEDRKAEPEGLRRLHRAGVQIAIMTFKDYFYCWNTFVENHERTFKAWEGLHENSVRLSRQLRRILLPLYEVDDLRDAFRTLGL
UDG counter = Primary qHTS assay for inhibitors of Activation Induced Cytidine Deaminase (AID): UDG Counterscreen signal. Potency, µM (series often up to 115 µM), for the others: at the highest dose activity change, negative = inhibition, usual class: inhibitors. AID 1347430, 2020. 91,000 compounds, 0.14% hits. FRET deamination/UDG coupled assay, UDG read, 4 h; further: nearly all actives have a fitted effect of over 65% in size
The depositor's hits bear a star; [ ] = another dose, or the depositor's remark. The call rests on the fitted dose curve; in most records, active means well fitted curve in the direction sought with a large enough effect; inconclusive means small, poorly fitted or top-dose-only effect, or another doubt; inactive means no such curve, though single readings can be large; an effect the other way counts as inactive or inconclusive. On the % scale 0 is the no-effect control and ±100 the full control effect; potency means the concentration at half of the fitted maximal effect. Only part of the results is shown; rates above refer to the full screens.

Start of the listing, in advance, 3 compounds:
What do the screens show for `O=C(/C=C/N(c1ccccc1)c1ccccn1)C(F)(F)F`?
AID inh: -9%; UDG counter: 7%

What do the screens show for `COc1ccc(Cc2nn3c(C(C)C)nnc3s2)cc1OC`?
AID inh: 47%[activator]; UDG counter: 0%

How did CCC(=O)N1CCc2cc(CNS(=O)(=O)c3ccc(Br)s3)ccc21 do in these assays?
AID inh: 11%; UDG counter: 1%[57.5 µM]

The whole of this part, repeating the preview:
What do the screens show for `O=C(/C=C/N(c1ccccc1)c1ccccn1)C(F)(F)F`?
AID inh: -9%; UDG counter: 7%

What do the screens show for `COc1ccc(Cc2nn3c(C(C)C)nnc3s2)cc1OC`?
AID inh: 47%[activator]; UDG counter: 0%

How did CCC(=O)N1CCc2cc(CNS(=O)(=O)c3ccc(Br)s3)ccc21 do in these assays?
AID inh: 11%; UDG counter: 1%[57.5 µM]

How did COc1ccc(-c2cnc(C)o2)cc1S(=O)(=O)Nc1ccc(NC(C)=O)cc1 do in these assays?
AID inh: 36%[activator]; UDG counter: 24%

Results for CC(C)CC(=O)Nc1nn2c(C(C)C)nnc2s1 ?
AID inh: 8%; UDG counter: -10%

Results for CC1C(=O)CCN(C)C1C (stereo not drawn) ?
AID inh: 6%; UDG counter: -6%

How did Cc1ccc2cccc(NC(=O)C(C)Oc3ccc(Cl)cc3Cl)c2n1 (stereo not drawn) do in these assays?
AID inh: 6%; UDG counter: -11%

What do the screens show for `COc1cccc(CNC(=O)Cn2c(=O)nc(-c3ccccc3F)c3cc(Cl)ccc32)c1`?
AID inh: 6%; UDG counter: -7%

What do the screens show for `CCOc1cc(/C=C(\C#N)c2nc3ccccc3[nH]2)ccc1OC(C)C`?
AID inh: -7%; UDG counter: 1%

Results for COc1cccc(NC(CNS(=O)(=O)c2ccc(C)cc2)c2ccccc2)c1 (stereo not drawn) ?
AID inh: 1%; UDG counter: 0%

How did CCn1c(CNC(C)c2ccccc2)nc2cc(S(=O)(=O)N3CCOCC3)ccc21 (stereo not drawn) do in these assays?
AID inh: -8%; UDG counter: 2%

Results for CCn1c(=O)cc(SCC(=O)NCc2ccc(C)cc2)c2ccccc21 ?
AID inh: 4%; UDG counter: -7%

How did CCOc1ccc(Nc2ncnc3c2nc2n3CCCCC2)cc1 do in these assays?
AID inh: -14%; UDG counter: -9%

What do the screens show for `CC(C)CCNC(=O)c1cc(-c2cccnc2)nc2ccc(S(=O)(=O)N3CCC(C)CC3)cc12`?
AID inh: 14%; UDG counter: 10%[57.5 µM]

Results for O=C(Nc1cccc(F)c1)[C@H](CSCc1ccccc1)N1Cc2ccccc2C1=O ?
AID inh: 6%; UDG counter: -7%

Results for COc1ccc(-c2c(C)nn3c(N4CCN(c5ccccc5F)CC4)cc(C)nc23)cc1OC ?
AID inh: 2%; UDG counter: 14%

What do the screens show for `CCC1c2ccsc2CCN1C(=O)/C=C/c1sccc1C` (stereo not drawn)?
AID inh: -12%; UDG counter: 3%

Results for Cc1ccn2c(Nc3ccc4c(c3)OCCO4)c(-c3ccc(C)o3)nc2c1 ?
AID inh: -6%; UDG counter: -8%

How did Cc1nn(CCCC(=O)Nc2ccccc2C(F)(F)F)c(=O)c2nn(-c3ccccc3)c(C)c12 do in these assays?
AID inh: 10%; UDG counter: 26%

Results for CC(C)CCNC(=O)c1ccc(-c2ccccc2)s1 ?
AID inh: -6%; UDG counter: -19%

What do the screens show for `CCCCN(C)Cc1ccccc1OC`?
AID inh: 2%; UDG counter: 4%

What do the screens show for `Cc1coc2c(C)c3oc(=O)c(CCC(=O)N4CCCCC4)c(C)c3cc12`?
AID inh: inconclusive; UDG counter: -1%

What do the screens show for `O=C(Nc1ccc(OC(F)(F)F)cc1)NC1COc2ccccc2C1` (stereo not drawn)?
AID inh: 0%; UDG counter: 0%

What do the screens show for `CC(=O)Nc1ccc(NC(=O)Cn2nc(C(=O)Nc3ccc(C)cc3)ccc2=O)cc1`?
AID inh: 9%; UDG counter: -3%

5 compounds out of the list, sorted by molar mass, rising.
What do the screens show for `CCC1c2ccsc2CCN1C(=O)/C=C/c1sccc1C` (stereo not drawn)?
AID inh: -12%; UDG counter: 3%

How did CCOc1ccc(Nc2ncnc3c2nc2n3CCCCC2)cc1 do in these assays?
AID inh: -14%; UDG counter: -9%

What do the screens show for `CC(=O)Nc1ccc(NC(=O)Cn2nc(C(=O)Nc3ccc(C)cc3)ccc2=O)cc1`?
AID inh: 9%; UDG counter: -3%

Results for O=C(Nc1cccc(F)c1)[C@H](CSCc1ccccc1)N1Cc2ccccc2C1=O ?
AID inh: 6%; UDG counter: -7%

What do the screens show for `CC(C)CCNC(=O)c1cc(-c2cccnc2)nc2ccc(S(=O)(=O)N3CCC(C)CC3)cc12`?
AID inh: 14%; UDG counter: 10%[57.5 µM]

Going on with the list.
What do the screens show for `O=C(NC(c1ccccc1)c1ccccc1Br)C(c1ccccc1)C1CCCC1` (stereo not drawn)?
AID inh: -2%; UDG counter: -9%

What do the screens show for `COc1cccc(CN(C)Cc2cc(C)no2)c1OC`?
AID inh: 4%; UDG counter: 3%

What do the screens show for `COc1cc(C(=O)N/C(=C\c2cn(C)c3ccccc23)C(=O)NCCO)cc(OC)c1OC`?
AID inh: 0%; UDG counter: 0%

Results for CCOC(=O)c1c(C)oc2nc(C)nc(NCc3ccc(OC)cc3OC)c12 ?
AID inh: 6%; UDG counter: inconclusive

How did COc1cc(C2c3c(-c4ccc(C)cc4)n[nH]c3C(=O)N2c2ccc(F)cc2)ccc1O (stereo not drawn) do in these assays?
AID inh: -6%; UDG counter: -8%

Results for CCc1nnc(NC(=O)CSc2nccn2-c2ccc(OC)cc2)s1 ?
AID inh: 6%; UDG counter: 1%

What do the screens show for `Cc1ccc(NC(=O)C2CCCC2)cc1I`?
AID inh: -3%; UDG counter: 2%

What do the screens show for `O=C(Nc1ccc2c(c1)OCCCO2)c1ccccc1SCc1cccs1`?
AID inh: -6%; UDG counter: -2%

How did CSc1ccc(CCNC(=O)CN2C(=O)c3cccnc3Oc3ccc(Cl)cc32)cc1 do in these assays?
AID inh: 3%; UDG counter: -17%

What do the screens show for `CC(C)/C=N/NC(=O)COc1ccc(C#N)cc1`?
AID inh: -1%; UDG counter: -6%

How did O=C(c1cc2ccccc2[nH]1)N(Cc1ccc(F)cc1)C1CC1 do in these assays?
AID inh: 14%; UDG counter: 8%

What do the screens show for `Cc1ccc(-c2csc(-c3nc(-c4cc(C)ccc4C)cs3)n2)c(C)c1`?
AID inh: 4%; UDG counter: -2%

Results for CCN(CC(=O)Nc1cccc(OC)c1)C(=O)c1ccc(-c2ccccc2Cl)o1 ?
AID inh: -14%; UDG counter: -6%

Results for COC(=O)c1cc(NC(=O)CN(c2ccccc2)S(=O)(=O)N(C)C)ccc1Cl ?
AID inh: 11%; UDG counter: -15%

What do the screens show for `Cc1ccccc1NC(=O)Cn1c(=O)n(CCc2ccccc2)c(=O)c2sc3ccccc3c21`?
AID inh: 32%[activator]; UDG counter: -10%

Results for COc1ccccc1-c1coc2cc(OS(C)(=O)=O)ccc2c1=O ?
AID inh: 1%; UDG counter: 1%

What do the screens show for `Cc1cc(C)c(C(=O)Nc2ccccc2)c(SCC(=O)NC2CCCCC2)n1`?
AID inh: 2%; UDG counter: -5%

How did CC(=O)Nc1ccc(-c2nnc(SCC(=O)c3ccc([N+](=O)[O-])cc3)o2)cc1 do in these assays?
AID inh: 17%; UDG counter: 9%

How did Cc1ccc2nc(-c3ccc(Cl)cc3)cc(C(=O)OCC(=O)c3ccccc3)c2c1 do in these assays?
AID inh: -3%; UDG counter: 2%

What do the screens show for `CN1CC(=O)N(CC(=O)Nc2ccc(OC(F)(F)F)cc2)c2ccccc2C1=O`?
AID inh: -7%; UDG counter: 35%[activator]

Results for Cc1cc(NC(=O)Nc2nnc(N3CCCCC3)s2)ccc1Br ?
AID inh: 0%; UDG counter: 4%

How did CC(=O)C12CC3CC(C1)CC(C(C)=O)(C3)C2 do in these assays?
AID inh: -6%; UDG counter: -6%

What do the screens show for `C[C@@H]1CC2(CCCN2)C[C@H]1C`?
AID inh: 8%; UDG counter: 10%

Results for CC(NC(=O)Cn1ccc2cc(S(=O)(=O)N3CCCCCC3)ccc21)c1ccccc1 (stereo not drawn) ?
AID inh: -13%; UDG counter: -19%[57.5 µM]

How did CCCc1nc2ccccc2c(C(=O)OCC(=O)NC(C)C(C)C)c1CC (stereo not drawn) do in these assays?
AID inh: -13%; UDG counter: -13%

What do the screens show for `COc1ccc(NC(=O)Nc2nnc(N3CCCCCC3)s2)cc1`?
AID inh: -5%; UDG counter: 5%

How did CCN(CC)CCCOC(=O)c1ccccc1 do in these assays?
AID inh: 0%; UDG counter: 3%

How did CC1CCN(C(=O)c2cc3c(=O)n(C)c4cc(Cl)ccc4c3s2)CC1 do in these assays?
AID inh: 2%; UDG counter: -4%

How did COc1ccccc1-c1cc(=O)c2cc(C)ccc2o1 do in these assays?
AID inh: -7%; UDG counter: -2%

What do the screens show for `O=C(c1ccc(C(F)(F)F)cc1)N1CCC(c2nc(-c3ccc(S(=O)(=O)N4CCCC4)cc3)no2)CC1`?
AID inh: 3%; UDG counter: 0%

Results for O=C(CSc1nc2ccccc2o1)NC1CCCCCC1 ?
AID inh: -12%; UDG counter: -8%

What do the screens show for `C/C(=N\O)c1ccc(-n2cccc2)cc1`?
AID inh: 10%; UDG counter: 8%

How did CCc1ccc2ncc3c(-c4ccc(C)cc4)nn(CC(=O)Nc4ccc(C)cc4)c3c2c1 do in these assays?
AID inh: 1%; UDG counter: 28%

Results for Clc1cccc(N2CCN(c3nc4ccccc4n4nnnc34)CC2)c1 ?
AID inh: 1%; UDG counter: -7%

What do the screens show for `COc1ccccc1/C=C/C=C(/C#N)C(=O)Nc1cc(C(F)(F)F)ccc1Cl`?
AID inh: -1%; UDG counter: -7%

How did Cc1ccc(-c2nc3ccccc3[nH]2)cc1NC(=O)COc1ccc(Cl)cc1Cl do in these assays?
AID inh: -1%; UDG counter: -8%

How did O=S(=O)(Nc1cccc(-c2ccc(N3CCCCC3)nn2)c1)c1cccc(F)c1 do in these assays?
AID inh: -5%; UDG counter: 7%

What do the screens show for `O=C(CCCCCn1c(=O)c2sccc2n(CC(=O)Nc2cc(C(F)(F)F)ccc2Cl)c1=O)NCc1ccccc1Cl`?
AID inh: -16%; UDG counter: -7%

What do the screens show for `NC(=O)c1ccc(NS(=O)(=O)c2ccccc2[N+](=O)[O-])cc1`?
AID inh: 7%; UDG counter: 7%

How did COC(=O)c1ccc(OCC2c3cc(OC)c(OC)cc3CCN2C(=O)Cc2ccccc2)cc1 (stereo not drawn) do in these assays?
AID inh: -7%; UDG counter: -6%

What do the screens show for `Cc1cccc2c1-c1sc(C(=O)NCCc3ccc(Cl)cc3)cc1CO2`?
AID inh: 17%; UDG counter: -20%

What do the screens show for `Cc1ccccc1-c1nc2cc(NC(=O)COc3ccc(F)cc3)ccc2o1`?
AID inh: -13%; UDG counter: inconclusive

Results for CC(C)Oc1ccc(CNC(=O)c2ccc3nc(C(C)C)oc3c2)cc1 ?
AID inh: -3%; UDG counter: -12%

How did Cc1ccc(Cl)cc1NC(=O)CSc1nc2ccccc2nc1Cc1ccccc1 do in these assays?
AID inh: 10%; UDG counter: 2%

What do the screens show for `Cc1nc2nc(C)c(CCC(=O)NCCc3ccccc3)c(C)n2n1`?
AID inh: 12%; UDG counter: 3%

How did COc1ccc(Cl)cc1Nc1ncnc2c1c(-c1ccccc1)cn2-c1cccc(C(F)(F)F)c1 do in these assays?
AID inh: -1%; UDG counter: 1%

How did Cc1ccc2cccc(NC(=O)COc3ccc(Cl)cc3)c2n1 do in these assays?
AID inh: 4%; UDG counter: 8%

How did Cc1ccc(CNC2CC2)cc1 do in these assays?
AID inh: 2%; UDG counter: 1%

Results for COC(=O)c1ccc(C(=O)NCC2(c3ccccc3)CC2)cc1 ?
AID inh: -2%; UDG counter: 1%

What do the screens show for `CCN(CCNC(=O)c1cc2ccccc2oc1=O)c1cccc(C)c1`?
AID inh: -7%; UDG counter: -6%

Results for CCN(c1ccc(OC)cc1)S(=O)(=O)c1nnc(NC(=O)c2ccccc2Cl)s1 ?
AID inh: -19%; UDG counter: 6%[57.5 µM]

What do the screens show for `CCOc1ccccc1NC(=O)Cn1nc(N2CCN(c3ccccc3)CC2)ccc1=O`?
AID inh: inconclusive; UDG counter: -15%[57.5 µM]

Results for CC(C)(/C=N/O)/[N+]([O-])=C/c1ccc(Cl)cc1Cl ?
AID inh: -1%; UDG counter: -4%

How did Cc1ccc2nc(SC(Cc3cc(Cl)ccc3Cl)C(=O)O)[nH]c2c1 (stereo not drawn) do in these assays?
AID inh: -14%; UDG counter: 0%

Results for CC1CCc2c(sc(NC(=O)c3cc(-c4cccc(Cl)c4)on3)c2C(N)=O)C1 (stereo not drawn) ?
AID inh: 6%; UDG counter: -2%
